CCR6 antagonist: antagonists of human CCR6 receptor; P51684; CHO-K1 CCR6 PathHunter beta-arrestin, luminescence, CCL20-stimulated; inhibition, % at 20 µM; actives 0.49% (n = 340,000);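 active = compounds whose inhibition of the agonist-driven luminescence signal at 20 µM reaches about 50%, limit read from the data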;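 note: cells stimulated with CCL20 at 14 nM final; plate controls were DMSO with CCL20 for no effect and DMSO without agonist for full effect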
UBC13 inh: inhibitors of human UBC13 polyubiquitin chain formation; P61088; actives 0.47% (n = 330,000); TR-FRET; inhibition, % at 20 µM; in the data active = inhibition above about 45%, passing the limit was not always enough
Target sequence (P61088 whole entry, looked up): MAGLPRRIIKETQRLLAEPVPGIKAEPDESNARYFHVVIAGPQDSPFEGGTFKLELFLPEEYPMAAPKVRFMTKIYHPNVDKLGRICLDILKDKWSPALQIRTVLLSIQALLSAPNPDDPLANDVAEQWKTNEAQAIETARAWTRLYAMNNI
EBI2 antag: antagonists of human EBI2 receptor. P32249. EBI2 beta-arrestin recruitment, luminescence, 7a,25-OHC stimulated. inhibition, % at 5 µM. actives 0.81% (n = 360,000). AID 651636; in the data active = inhibition above about 38%;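 note: enzyme fragment complementation signal reports receptor beta-arrestin coupling in cells; 0% = agonist plus DMSO wells and 100% = wells without agonist; some results beyond the cut were filed as inactive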
CXCR6 inh: CXCR6 (human) receptor inhibition; AID 602244; O00574; CHO-K1 PathHunter CXCR6 beta-arrestin, luminescence; actives 0.36% (n = 360,000); inhibition, % at 20 µM; in the data active = inhibition above about 34%, passing the limit was not always enough;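 note: antagonist mode with CXCL16 agonist at 10 nM final; 0% = 10 nM CXCL16 with DMSO and 100% = unstimulated wells without agonist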
Target sequence (O00574 whole entry, looked up): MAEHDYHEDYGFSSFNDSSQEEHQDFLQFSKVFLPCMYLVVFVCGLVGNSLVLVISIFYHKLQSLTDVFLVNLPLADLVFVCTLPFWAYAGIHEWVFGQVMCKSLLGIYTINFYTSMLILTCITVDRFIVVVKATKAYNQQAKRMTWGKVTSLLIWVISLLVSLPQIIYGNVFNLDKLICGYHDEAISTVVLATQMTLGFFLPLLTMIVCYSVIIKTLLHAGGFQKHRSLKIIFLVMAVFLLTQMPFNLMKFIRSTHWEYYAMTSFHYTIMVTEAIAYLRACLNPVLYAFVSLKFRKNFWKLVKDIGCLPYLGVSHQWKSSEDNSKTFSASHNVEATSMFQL
Gli-Sufu block: Gli-Sufu pathway antagonism | Sufu-KO-LIGHT fibroblasts, Gli luciferase reporter luminescence | inhibition, % at 5 µM | actives 0.74% (n = 340,000) | AID 588413;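 active = inhibition above about 55%, limit read from the data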;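 note: 0% = DMSO-treated cells and 100% = wells with medium but no cells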
APJ agonist: agonists of human APJ apelin receptor. P35414. CHO-K1 APJ PathHunter beta-arrestin, luminescence; 0% DMSO wells, 100% apelin. activation, % at 20 µM. actives 0.11% (n = 330,000). AID 2520;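 active = activation more than six SD over the plate average, tested at 20 µM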;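 note: 0% = DMSO alone and 100% = apelin-13 at 10 nM; some results filed as inactive read as strong as hits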
Target sequence (P35414 whole entry, looked up): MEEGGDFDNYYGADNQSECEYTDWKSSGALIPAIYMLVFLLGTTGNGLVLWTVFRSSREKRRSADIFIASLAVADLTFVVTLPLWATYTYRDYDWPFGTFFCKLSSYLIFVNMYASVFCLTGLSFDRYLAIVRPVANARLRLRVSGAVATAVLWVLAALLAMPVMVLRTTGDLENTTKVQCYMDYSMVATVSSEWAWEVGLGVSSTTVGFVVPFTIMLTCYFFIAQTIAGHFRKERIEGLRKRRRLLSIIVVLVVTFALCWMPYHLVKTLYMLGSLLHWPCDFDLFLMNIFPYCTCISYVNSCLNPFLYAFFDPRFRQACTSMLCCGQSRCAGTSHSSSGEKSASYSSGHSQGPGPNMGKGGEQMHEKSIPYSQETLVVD
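Test system: CHO-K1 APJ beta-arrestin complementation cell line | Compound: Single test compound dose, 20 µM final, 1% DMSO | Incubation: Compound 90 min 25 °C, reagent 1 h | Measured by: beta-gal luminescence | Read-out basis: APJ–arrestin association signal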
APJ antagonist: APJ receptor antagonism; actives 0.32% (n = 330,000); CHO-K1 APJ beta-arrestin complementation, luminescence; P35414; inhibition, % at 20 µM;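 active = inhibition above about 40% at 20 µM, limit read from the data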;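 note: cells challenged with 10 nM apelin-13 agonist together with compound; plate controls were apelin-13 plus DMSO wells for no effect and DMSO wells lacking apelin-13 for full effect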
ATG4B inh: blocks human ATG4B protease cleavage of LC3 substrate; ATG4B cleavage of LC3-PLA2, NBD-HPC fluorescence, 1 h; Q9Y4P1; inhibition, % at 8.33 µM; AID 504462; actives 0.51% (n = 340,000); in the data active = inhibition above about 40%
Starred values were filed as active, the others as inactive; nt = no result given.

SMILES | CCR6 antagonist | UBC13 inh | EBI2 antag | CXCR6 inh | Gli-Sufu block | APJ agonist | APJ antagonist | ATG4B inh
CS/C(=N\S(=O)(=O)c1cccs1)Nc1ccc(Cl)cc1 | -3.2 | -16.0 | -3.3 | 10.0 | -4.6 | -0.3 | -5.5 | -3.5
Cc1occc1-c1nnc(SCC(=O)Nc2ccccc2)n1Cc1ccccc1 | 12.9 | 2.4 | 23.7 | 5.4 | -3.9 | -1.1 | 9.7 | -1.4
CC1Cc2nc(SCC(=O)Nc3ccc4c(c3)OCCO4)n(C)c(=O)c2S1 (stereo unspecified) | -3.5 | -5.2 | -0.1 | 3.6 | 6.8 | -2.4 | 11.7 | -3.6
COc1cccc(-c2nc(CS(=O)(=O)CC(=O)NC3CCCC3)c(C)o2)c1 | 1.6 | -9.0 | -2.1 | 1.0 | -29.8 | 0.8 | 7.9 | -3.0
CCn1c(SCc2ccc(Cl)cc2Cl)nc2nc3c(cc2c1=O)CCCC3 | 17.5 | -14.9 | 62.8* | 8.8 | 16.4 | -1.9 | -3.6 | 10.5
COc1cc(/C=N/NC(=O)c2cccs2)ccc1OCc1ccccc1 | -7.1 | 9.3 | 32.6 | 3.8 | -10.9 | 2.4 | -16.3 | -13.7
COC(=O)C1=C(C)NC(C)=C(C(=O)OC)C1C(=O)OCc1nc2cc(C(=O)OC)ccc2c(=O)[nH]1 | 10.4 | 6.1 | -4.2 | -1.4 | -2.9 | 5.7 | -51.7 | -18.8
COc1ccc(-c2ccnc(SCC(=O)Nc3ccccn3)n2)cc1 | -0.7 | 0.2 | -0.2 | 3.5 | -2.7 | 3.3 | -27.9 | 5.6
CCC(C)(C)NC(=O)CN(C(=O)c1snc(C(N)=O)c1N)c1ccc2c(c1)OCCO2 | 7.7 | 70.2* | 11.2 | 6.4 | 8.2 | -3.8 | 19.3 | 1.9
COc1ccc(CNC(=O)COC(=O)c2ccc(C)c(S(=O)(=O)N3CCOCC3)c2)cc1OC | 3.8 | 3.3 | -11.6 | -15.9 | -4.6 | -1.3 | 0.1 | -5.7
CC(=O)N1c2ccc(S(=O)(=O)CCC(=O)O)cc2CC1C (stereo unspecified) | -1.6 | -3.2 | 0.1 | 5.4 | -8.3 | -4.6 | 5.9 | -1.2
Cc1coc2cc3oc(=O)c(CC(=O)N(C)CC(=O)O)c(C)c3cc12 | 18.9 | 2.6 | -4.7 | -3.7 | 24.0 | -0.9 | 14.6 | 2.0
O=C(CSc1ccc(F)cc1)NCCc1ccc(Cl)cc1 | 7.0 | 4.0 | 22.6 | 4.9 | 6.2 | -4.1 | -17.2 | 0.4
Cc1ccc(NC(=S)c2ccccc2)cc1 | 13.9 | 2.0 | -12.6 | 5.2 | -62.0 | -3.3 | 4.7 | -2.2
CC(C)(O)C#Cc1ccc(CN2CCCC(CNC(=O)c3ccco3)C2)cc1 (stereo unspecified) | 3.5 | -1.4 | -0.5 | -4.4 | 19.9 | -1.8 | -1.7 | 1.1
O=C1CCCCN1CCCC(=O)N1CCCC(Nc2ccc(F)c(F)c2)C1 (stereo unspecified) | 5.5 | -6.9 | -5.3 | -10.6 | -7.9 | -2.8 | -2.8 | 1.5
CC(=O)Oc1ccc(C2C3=C(CC(C)(C)CC3=O)Nc3cc4c(cc32)OCCO4)cc1 (stereo unspecified) | 7.1 | 16.2 | -1.7 | -4.1 | -0.8 | 0.4 | -2.0 | 3.2
O=C(CSc1ncccn1)N1CCN(C(=O)CSc2ncccn2)CC1 | 7.5 | 5.6 | -9.7 | 2.1 | -0.6 | -0.1 | -0.4 | 4.2
N[C@@H](Cc1ccccc1)C(=O)N1CCC(C(=O)NCC(=O)Nc2ccc(F)cc2)CC1 | 7.9 | -7.5 | -1.7 | -6.9 | -11.6 | -2.3 | -17.6 | 1.6
O=C(O)c1ccc(N2C(=O)c3ccc(C(=O)c4cccc([N+](=O)[O-])c4)cc3C2=O)cc1 | 8.1 | -28.2 | -7.9 | -6.7 | -3.4 | -1.1 | -7.4 | 0.6
O=C(Nc1ccc(N2CCOCC2)c(Cl)c1)c1cc2ccccc2o1 | -1.0 | 15.5 | 9.9 | -1.6 | -1.8 | -2.0 | -18.6 | 2.1
Cc1ccc(S(=O)(=O)N(C)C)cc1NC(=O)c1cc(S(=O)(=O)N2CCCCC2)ccc1N1CCOCC1 | 15.3 | -6.3 | -8.5 | 1.3 | 2.0 | -5.1 | -27.3 | -8.9
CCOc1ccc(NC(=O)CSc2nnc(NC(=O)C3CC3)s2)cc1 | -6.5 | 3.2 | 6.6 | -3.9 | -21.8 | 1.6 | 11.1 | 6.0
COc1ccc(NC(=O)c2ccc(F)cc2)cc1S(=O)(=O)Nc1cc(C)ccc1Br | -4.0 | 27.7 | -5.5 | -4.1 | -1.5 | -0.2 | -25.0 | -2.3
O=C1NC(c2ccccc2)=CC(c2ccccc2)N1 (stereo unspecified) | -0.3 | -2.0 | -9.9 | 0.3 | 0.5 | -1.7 | -6.2 | -5.4

Next part.
SMILES | CCR6 antagonist | UBC13 inh | EBI2 antag | CXCR6 inh | Gli-Sufu block | APJ agonist | APJ antagonist | ATG4B inh
CCc1nc(N)c(C#N)c(-c2cccc3ccccc23)c1C | 3.1 | 7.1 | -7.6 | -5.1 | -1.4 | -1.2 | 2.8 | -4.8
O=C(CN(C(=O)CCC(=O)Nc1nccs1)c1ccc(F)cc1)NCc1ccco1 | 7.1 | -6.3 | 1.2 | 2.9 | 0.4 | 0.3 | 1.5 | -4.4
Cc1ccc(S(=O)(=O)N2CCCCC2)cc1NC(=O)c1ccc2c(c1)OCO2 | 12.8 | 5.1 | 5.4 | -10.4 | -1.0 | -0.5 | -2.3 | 6.3
COc1ccc(C(=O)C2CCN(C(=O)c3ccc(OC)cc3)CC2)cc1 | 10.9 | 5.8 | 58.1* | -2.0 | 15.9 | -0.6 | 2.2 | -5.9
O=C1COc2ccc(C(=O)COC(=O)/C=C/c3ccc(Br)o3)cc2N1 | 11.2 | 18.9 | 5.5 | 7.6 | 8.1 | 8.0 | 8.8 | 6.2
O=C(Nc1cc(Cl)cc(Cl)c1)c1ccno1 | -9.8 | 9.7 | -11.0 | -9.1 | 6.0 | -0.2 | 6.7 | 5.4
COc1ccccc1CC(=O)Nc1ccccc1O | 6.9 | 7.9 | -10.5 | -2.5 | -1.2 | -5.0 | 0.5 | -7.7
OC(COc1ccccc1F)CN1CCC(Cc2ccccc2)CC1 (stereo unspecified) | 9.2 | 8.0 | 2.1 | 2.0 | 17.3 | -1.9 | 13.2 | -1.8
O=c1[nH]c(N2CCOCC2)nc2ccccc12 | -3.2 | 4.7 | -7.2 | 1.0 | 4.3 | 0.2 | 13.7 | -2.6
CC(C)Oc1ccc(C(=O)Nc2cccc3cccnc23)cc1 | 8.2 | -7.6 | 4.5 | 2.1 | -8.4 | -3.4 | 11.9 | -10.5
O=C(CN(C(=O)CNS(=O)(=O)c1ccc(F)cc1)c1ccccc1F)NCc1ccco1 | 1.6 | -1.0 | 0.9 | 1.6 | 28.9 | 2.7 | -24.5 | -0.1
Cc1cc(=O)c2c([nH]1)c(C)cc1[nH]c(C)c(C)c12 | -11.7 | -2.5 | -3.7 | -5.3 | -1.8 | 5.3 | -7.7 | -0.2
NC(=O)c1ccsc1NC(=O)CS(=O)(=O)c1ccc(F)cc1 | 3.6 | -6.9 | 1.9 | 0.3 | -19.1 | -5.6 | 6.5 | -6.3
CC(C)CC1(C)N=C(c2ccccc2)C(=S)N1 (stereo unspecified) | 7.0 | nt | -2.7 | 1.6 | -15.5 | nt | nt | -2.1
CC(C)CSc1nsc(N)n1 | -8.7 | -2.1 | -18.4 | -0.9 | -29.9 | 4.4 | -2.4 | 10.3
C=COCCNC(=O)C1CC(=O)N(c2ccc(C)cc2)C1 (stereo unspecified) | 2.3 | 8.7 | -0.6 | -5.8 | 4.3 | -3.8 | -4.5 | -1.8
CCC(c1nnc(SCC(=O)Nc2ccc(C(=O)N(C)C)cc2)n1Cc1ccccc1)N(C)C (stereo unspecified) | -5.8 | 3.7 | -5.2 | -4.2 | 3.1 | 3.2 | -0.6 | 1.1
O=C(Cn1cnc2c(oc3nc4c(cc32)CCCC4)c1=O)Nc1ccccc1 | 16.0 | -6.2 | 2.9 | 9.4 | -5.2 | 18.8 | -9.7 | -2.5
Cc1ccc(S(=O)(=O)N2c3ccccc3CC2C)cc1 (stereo unspecified) | 20.0 | -8.1 | 11.3 | 8.9 | -9.7 | -1.4 | 20.8 | 4.6
COc1ccc(Nc2nc(-c3cccs3)nc3ccccc23)cc1 | -1.2 | 11.5 | -0.6 | -3.1 | 0.7 | -2.2 | 3.4 | 14.2
Cc1ccc(C(=O)c2ccccc2C(=O)OCC(=O)Nc2cccc([N+](=O)[O-])c2)cc1 | 19.3 | 5.5 | 6.9 | 4.0 | -7.6 | 1.3 | -4.4 | 14.1
CN(C)Cc1nnnn1-c1cccc(-n2nnnc2CN(C)C)c1 | 1.8 | 0.4 | 1.9 | -7.5 | 1.6 | 1.7 | 19.6 | -4.8
CCN(CC(O)CON=C1c2ccccc2-c2ccccc21)S(=O)(=O)c1ccc(Cl)cc1 (stereo unspecified) | 8.4 | -4.6 | 11.2 | -2.8 | 11.6 | 1.3 | -13.0 | -17.0
CCOC(Cn1c(-c2ccc(OC)cc2)nc2ccccc21)OCC | 13.1 | -9.2 | -4.3 | 1.6 | 10.2 | 1.0 | 2.0 | -11.3
Cc1cc(NC(=O)COC(=O)c2oc3c(Cl)cccc3c2C)no1 | 1.0 | 7.7 | -10.5 | -3.4 | 1.2 | -0.2 | 15.2 | -2.3

The results go on.
SMILES | CCR6 antagonist | UBC13 inh | EBI2 antag | CXCR6 inh | Gli-Sufu block | APJ agonist | APJ antagonist | ATG4B inh
Cc1cc(C)cc(N(C(=O)c2csnn2)C(C(=O)NC(C)(C)C)c2cccs2)c1 (stereo unspecified) | 8.4 | -7.3 | 3.2 | 1.7 | 7.2 | -1.2 | 11.1 | -12.4
Cc1cc(OCC(=O)NC2CC(C)(C)NC(C)(C)C2)c2c(C)cc(=O)oc2c1 | 12.3 | 4.4 | 0.5 | 2.7 | 15.5 | 1.5 | 10.6 | 8.4
CN1C(=O)c2ccc(N(C)C)cc2C1=O | 7.3 | -15.1 | 1.6 | 2.9 | 3.4 | 2.7 | 16.0 | 8.2
CCCCCc1ccc(-c2ccc(C(=O)O)cc2)nc1 | 16.4 | 5.5 | 3.2 | -8.4 | -24.1 | 0.2 | -0.2 | -4.0
COc1ccc(-c2coc3cc(O)ccc3c2=O)cc1O | -7.5 | 5.3 | -5.0 | 6.0 | -6.7 | -2.9 | -84.2 | -22.3
O=C(c1ccc2c(c1)OCCO2)C1CCN(C(=O)Nc2ccc(F)cc2)CC1 | 10.6 | 6.3 | 15.0 | 1.6 | -30.9 | -0.4 | -6.8 | 7.3
Cc1ccc(CC(=O)Nc2ccc(F)c([N+](=O)[O-])c2)cc1C | 7.5 | 5.0 | 1.4 | -4.3 | 2.7 | -3.4 | 23.3 | -0.6
Cc1ccc(S(=O)(=O)N(C)c2ccc(C(=O)O)cc2)cc1 | 9.1 | -8.0 | -2.5 | -3.4 | -19.7 | -2.0 | 0.1 | -12.1

Assay outcomes (PubChem)
